Screening data (PubChem)
STK33 kinase inh: inhibitors of purified STK33 kinase, primary screen, biochemical, ADP-Glo luminescence, homogeneous, cell-free | actives 0.073% (n = 320,000) | Serine/threonine-protein kinase 33 (Homo sapiens), Q9BYT3 | inhibition, % at 10 µM | MBP phosphorylation;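 active = inhibition at or above 25%, using the most active replicate where run in duplicate; inactive = inhibition below 25%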
Target sequence (Q9BYT3 whole entry, looked up): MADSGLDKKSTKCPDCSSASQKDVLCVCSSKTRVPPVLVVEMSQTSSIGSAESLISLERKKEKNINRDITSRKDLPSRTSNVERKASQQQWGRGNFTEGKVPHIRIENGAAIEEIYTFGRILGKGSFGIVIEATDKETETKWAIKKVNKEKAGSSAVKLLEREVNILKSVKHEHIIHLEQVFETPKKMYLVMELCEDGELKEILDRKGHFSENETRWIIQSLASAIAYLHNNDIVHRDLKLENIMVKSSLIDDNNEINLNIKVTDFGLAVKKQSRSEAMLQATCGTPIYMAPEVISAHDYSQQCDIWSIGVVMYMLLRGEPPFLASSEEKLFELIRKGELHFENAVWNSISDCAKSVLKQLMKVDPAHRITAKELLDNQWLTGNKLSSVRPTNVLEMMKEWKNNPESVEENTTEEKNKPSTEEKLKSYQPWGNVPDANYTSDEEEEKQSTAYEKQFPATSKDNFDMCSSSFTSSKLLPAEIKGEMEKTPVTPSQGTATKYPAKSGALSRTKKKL
KCNQ2 block: KCNQ2 potassium channel inhibitors, primary screen, cell-based, CHO-K1, FluxOR thallium flux, B-score (AID 2156); Potassium voltage-gated channel subfamily KQT member 2 (Rattus norvegicus), O88943; 20 min; active compounds read low; B-score at 10 µM; actives 1.1% (n = 310,000);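 active = fluorescence ratio B-score at most minus 3 library SDs, with starting brightness B-score within 2 library SDs, cut at about -5.5 in these data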
Kir21 block: inhibitors of mouse Kir2.1 inward-rectifier potassium channel; Inward rectifier potassium channel 2 (Mus musculus), P35561; B-score at 10 µM; HEK293-Kir2.1, FluxOR thallium flux fluorescence; active compounds read low; actives 0.85% (n = 310,000);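 active = fluorescence ratio B-score at or below minus 3 SD of library scores, with starting-brightness B-score within 2 SD, cut at about -4.2 in these data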;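 also: channel flux triggered by added potassium and thallium sulfate stimulus; B-score of peak minus minimum fluorescence over baseline after thallium stimulus; more negative B-score means stronger Kir2.1 block with less thallium influx; some compounds called inactive have numbers as strong as hits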
Target sequence (P35561 whole entry, looked up): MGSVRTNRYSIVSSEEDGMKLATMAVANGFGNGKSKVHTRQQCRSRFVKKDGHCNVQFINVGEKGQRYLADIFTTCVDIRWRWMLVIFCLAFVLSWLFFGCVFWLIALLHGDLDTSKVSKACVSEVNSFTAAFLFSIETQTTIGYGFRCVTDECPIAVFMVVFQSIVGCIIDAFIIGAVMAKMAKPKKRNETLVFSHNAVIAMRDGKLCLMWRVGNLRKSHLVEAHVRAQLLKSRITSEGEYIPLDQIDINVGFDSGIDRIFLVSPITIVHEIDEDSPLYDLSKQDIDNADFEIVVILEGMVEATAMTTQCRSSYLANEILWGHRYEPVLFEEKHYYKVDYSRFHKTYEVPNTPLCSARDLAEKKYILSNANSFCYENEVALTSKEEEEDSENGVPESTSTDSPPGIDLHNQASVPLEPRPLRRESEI
An asterisk follows results filed as active; i = inactive; nt = not tested or not shown.

The first three compounds, ahead of the listing:
SMILES | STK33 kinase inh | KCNQ2 block | Kir21 block
COc1ccc(C(=O)Oc2ccc(F)cc2C(=O)/C=C/c2ccc(OC)c(OC)c2)cc1 | -0.5 | i | -0.06
O=C(Nc1ccccc1C(=O)N/N=C/c1ccc(O)cc1)c1ccccc1 | 14.8 | i | -0.01
Cc1ccc(-c2nnn(CCC(=O)NC3CCCC3)n2)cc1 | 0.4 | i | -0.02

This part in full (from the top)
SMILES | STK33 kinase inh | KCNQ2 block | Kir21 block
COc1ccc(C(=O)Oc2ccc(F)cc2C(=O)/C=C/c2ccc(OC)c(OC)c2)cc1 | -0.5 | i | -0.06
O=C(Nc1ccccc1C(=O)N/N=C/c1ccc(O)cc1)c1ccccc1 | 14.8 | i | -0.01
Cc1ccc(-c2nnn(CCC(=O)NC3CCCC3)n2)cc1 | 0.4 | i | -0.02
CN1C(=O)[C@H]2[C@@H](C3CC3)N3C(=O)CN(CCO)C(=O)[C@@]3(Cc3ccccc3)[C@H]2C1=O | 0.6 | i | 0
Cc1oc(-c2ccccc2F)nc1CS(=O)CC(=O)NC1CC1 (stereo not given) | 0.1 | i | 1.21
CS(=O)(=O)c1ccc(N2CCOCC2)c(S(C)(=O)=O)c1 | -0.7 | i | 2.44
Cc1nn(-c2ccccc2)c2nc(C(F)(F)F)[nH]c(=O)c12 | 0.2 | i | 1.31
O=C(CC1(C(=O)O)CCCC1)N1CCOCC1 | -2.7 | i | 2.81
CC(C)(O)C#Cc1ccc(CN2CCN(Cc3ccsc3)C(CCO)C2)cc1 (stereo not given) | 1.5 | i | -2.12
CC(C)(CNC(=O)c1ccc(-c2ccccc2Cl)o1)N1CCOCC1 | -0.4 | i | 0.04
COc1cccc(-n2nnnc2SCC(=O)N2CCCc3ccccc32)c1 | -2.0 | i | -1.72
Cc1cc(C)cc(N2C(=O)CC(N(C(=O)c3ccco3)c3cc(C)cc(C)c3)C2=O)c1 (stereo not given) | 0.9 | i | -1.05
COc1ccc(Oc2ccc(S(=O)(=O)N3CCCCC3)cc2S(=O)(=O)N2CCCCC2)cc1 | -4.7 | i | -0.02
Cc1sc(NC(=O)CCC(=O)O)c(C#N)c1C | -0.9 | i | 1.79
Cc1cc(NC(=O)Cn2nc3c(cc2=O)CCCC3)ccc1Br | 0.2 | i | 0.28
O=c1oc2c3c(nn2c2ccccc12)CCCC3 | -0.5 | i | -1.25
CCOC(=O)c1c(CN2CCN(C)CC2)n(-c2ccccc2)c2cc(Br)c(O)cc12 | 6.9 | i | 0.71
COc1ccc(N2CCN(C(=O)CCc3nnc4ccc(N5CCCC5)nn34)CC2)cc1 | -1.5 | i | -0.08
COc1ccc(NC(C)=O)cc1S(=O)(=O)NC(Cc1ccccc1)C(=O)O (stereo not given) | -1.6 | i | -0.47
O=C(CO/N=C/c1cccc([N+](=O)[O-])c1)Nc1ccc2ccccc2c1 | -1.1 | i | -0.8

Already shown: an excerpt of the list.
SMILES | STK33 kinase inh | KCNQ2 block | Kir21 block
COc1ccc(C(=O)Oc2ccc(F)cc2C(=O)/C=C/c2ccc(OC)c(OC)c2)cc1 | -0.5 | i | -0.06
O=C(Nc1ccccc1C(=O)N/N=C/c1ccc(O)cc1)c1ccccc1 | 14.8 | i | -0.01
Cc1ccc(-c2nnn(CCC(=O)NC3CCCC3)n2)cc1 | 0.4 | i | -0.02

The list continues.
SMILES | STK33 kinase inh | KCNQ2 block | Kir21 block
Cc1cccc(NC(=S)NC(=O)Cc2ccccc2)c1C | 0.6 | i | -0.23
O=C(COC(=O)c1cc(F)cc(F)c1)Nc1cccnc1Cl | -2.5 | i | -2.06
CCSc1ccccc1C(=O)Nc1ccc(S(=O)(=O)NC(C)=O)cc1 | -1.3 | i | 2.06
N#Cc1c(N)nc2c(c1-c1ccco1)CCCCC2 | -0.8 | i | 0.29
Cc1ccc(/C(N)=N/OC(=O)N2c3ccccc3Sc3ccccc32)cc1 | 1.4 | -8.51* | -1.05
COc1cc(C(=O)OCC(C)=O)cc(NC(=O)c2ccco2)c1OC | -0.4 | i | -0.07
C[C@@H]1CC=C[C@H]2[C@H]1C(=O)N(Cc1ccccc1)[C@H]2c1ccc(/C=C/c2ccccc2)cc1F | -1.8 | i | 2.19
CC(C)(C)NC(=O)c1cccc2c1C(=O)c1ccccc1-2 | -1.4 | i | -0.67
CCCC(=O)NCCCc1nc2ccccc2n1C | -0.1 | i | -2.71
O=S(=O)(NCc1ccccc1)c1ccc(S(=O)(=O)N2CCCC2)cc1 | 0.2 | i | -0.54
O=[N+]([O-])c1cccc(S(=O)(=O)Nc2nc3ccccc3nc2Nc2cccc(S(=O)(=O)N3CCCCC3)c2)c1 | nt | i | 2.66
OC(CN1CCNCC1)Cn1c2ccccc2c2ccccc21 (stereo not given) | -0.2 | i | 0.03
CC(C)(C)NCc1cc(Br)ccc1OCc1cccs1 | 17.7 | i | -4.79*
Cc1cc(NC(=O)CSc2nnc(-c3ccco3)o2)no1 | -2.4 | i | -0.44
O=C1c2ccccc2C(=O)N1CC(O)COc1ccc(Br)cc1 (stereo not given) | -2.1 | i | -0.07
CCc1ccc(CNC(=O)C2CCN(S(=O)(=O)N3CC(C)CC(C)C3)CC2)cc1 (stereo not given) | 0.3 | i | 0.81
C=CCN(c1ccccc1)S(=O)(=O)c1cccc(C(=O)Oc2ccc3c(C)cc(=O)oc3c2)c1 | -1.5 | i | 0.01
Cc1ccc2[nH]cc(C(=O)CN3CCOCC3)c2c1 | 1.3 | i | 0.06
CCOC(=O)c1nn(-c2ccc(Cl)cc2)c2nc(-c3ccc(C)cc3)c(C#N)c(=O)n12 | -1.0 | i | -1.24
COc1ccc(C2=CC(c3ccc(F)cc3)n3nnnc3N2)cc1 (stereo not given) | -0.8 | i | 0.67
CCCCN1CNC(=S)N(Cc2ccccc2)C1 | -0.3 | i | 0.59
O=c1[nH]c2ccc(NS(=O)(=O)c3ccc(Cl)cc3)cc2[nH]1 | 0.1 | i | 0.39
CCOc1ccc(NC(=O)CCCn2c(=S)[nH]c3ccsc3c2=O)cc1 | -1.3 | i | 1.67
O=C(Nc1ccccc1)N1CCc2scc[n+]2-c2ccccc21 | -1.2 | i | -0.62
CC(=O)c1cccc(NC(=S)N2c3ccccc3CC2C)c1 (stereo not given) | -1.6 | i | 1.23
CC(C)C(=O)c1cc2c(cc1NC(=O)Nc1cccc3ccccc13)OCCO2 | -0.3 | i | 0.23
O=C(Cn1cnc2sc(-c3ccccc3)cc2c1=O)NCCc1ccccc1 | 0.1 | i | -2.55
CCn1c(=S)sc2c(=O)n(CC(=O)Nc3ccc(OC)cc3)c(C)nc21 | 0.1 | i | 0.64
CCOC(=O)N1CCN(CC(=O)c2ccc3c(c2)CCN3C(C)=O)CC1 | -0.2 | i | 0.02
CCOCCCNC(=O)C(Cc1ccccc1)NS(=O)(=O)c1ccc2c(c1)c(=O)n(C)c(=O)n2C (stereo not given) | -1.5 | i | -0.35
CCOc1ccccc1N1CCN(c2nc3ccccc3nc2C(C#N)C(=O)OC(C)C)CC1 (stereo not given) | -0.2 | i | -1.62
COc1cccc(CNC(=O)CCS(=O)(=O)c2cccs2)c1 | -3.4 | i | -1.53
COc1cc(C(=O)Nc2ccc(C)cc2)c(-n2cnnn2)cc1OC | -1.6 | i | -1.53
O=C(Cc1coc2ccc3ccccc3c12)NCc1ccccc1 | -0.4 | i | -1.1
Cc1cc(C)c(S(=O)(=O)NCc2ccccn2)cc1C | 3.0 | i | -1.87
O=C(CN1CCN(S(=O)(=O)c2ccc(Cl)cc2)CC1)Nc1ccc2c(c1)CCC2 | 0.2 | i | 0.71
CC(=O)NCCc1nc2cc(NC(=O)COc3cccc(C)c3)ccc2n1C | -1.0 | i | 0.32
C=CCn1c(SCC(=O)Nc2cccnc2Cl)nnc1-c1ccccc1F | -3.2 | i | -0.31
COc1ccc(CCn2c(=N)c(S(=O)(=O)c3ccccc3)cc3c(=O)n4ccccc4nc32)cc1 | 0.2 | i | 0.03
O=C(CN1CCN(S(=O)(=O)c2ccc(F)cc2)CC1)Nc1ccc(F)cc1F | -0.1 | i | 0.06
O=C(NCCCO)C(=O)c1c(-c2ccccc2)cc2ccccn12 | -1.3 | i | -0.3
O=c1cc(CN2CCN(c3cccc(Cl)c3)CC2)c2cc3c(cc2o1)CCCC3 | -0.2 | i | 0.31
CCOC(=O)C1CCN(c2ccc(C(=O)O)cc2[N+](=O)[O-])CC1 | 0.7 | i | 0.49
O=C(Cc1cccs1)N/N=C/c1ccco1 | -0.8 | i | 0.03
CC(C)c1nc2c([nH]1)c(=O)n(C)c(=O)n2C | -1.4 | i | -1.89
C1=CCC(CN2CCNCC2)CC1 (stereo not given) | -0.4 | i | -0.55
CCC(=O)c1ccc(N2CCC(C)CC2)c(F)c1 | 0.2 | i | 0.73
COc1ccc(/C=N\NC(=O)c2ccccc2)cc1COc1ccc(F)cc1 | -0.2 | i | 0.72
O=C(Nc1ccc2oc(-c3ccccc3Cl)nc2c1)c1cncc(Br)c1 | -0.1 | i | 0.58
Cc1nn(-c2ccccc2)nc1C(=O)NNC(=O)c1ccc(C(F)(F)F)cc1 | 0.6 | i | 0.01
COc1ccc2cc(C(C)=O)c(=O)oc2c1 | -1.1 | i | 0.65
CC(NC(=O)c1cc(F)c(F)c(F)c1F)c1ccc(-n2ccnc2)cc1 (stereo not given) | -0.1 | i | 0.05
O=C(COC(=O)C1CCN(c2ccc(C(F)(F)F)cn2)CC1)Nc1cccc(F)c1 | 0.8 | i | 1.34
CSCC[C@H](N)C(=O)N1CCC(C(=O)N[C@@H](C)C(=O)NCc2ccc(F)cc2)CC1 | 3.1 | i | -0.82
COc1cc(OC)c2c(-c3ccccc3)cc(=O)oc2c1C(CC(=O)N1CCN(c2ccccc2)CC1)c1ccc(N(C)C)cc1 (stereo not given) | -0.9 | i | -0.84
Cc1ccc(NC(=O)CN(C)C(=O)c2cccc(Br)c2)cc1 | 1.4 | i | -0.23
CCc1cc(C(=O)COc2ccc(F)cc2)c(O)cc1O | -1.8 | i | -0.02
Cc1ccc(-n2c(SCC(=O)NCCN3C(=O)CSC3=O)nnc2-c2ccccc2F)cc1 | 0.8 | i | 0.29
COC(=O)c1cc2oc3ccccc3c2n1CC(=O)N1CCCc2ccccc21 | -1.3 | i | 0.9
Cc1cc(=O)oc2cc(OC(C)C(=O)NCc3ccccn3)ccc12 (stereo not given) | -0.5 | i | -1.3

New compounds follow.
SMILES | STK33 kinase inh | KCNQ2 block | Kir21 block
COc1cccc(-c2cccc(NC(=O)C3CCN(Cc4ccc(CO)o4)CC3)c2)c1 | -1.1 | i | 1.41
O=C(O)c1cc2n(n1)CCN(Cc1ccccc1Cl)C2=O | -1.1 | i | 0.32
COc1cc(NC(=O)c2cc3c(Cl)nc4ccccc4c3s2)cc(OC)c1OC | -0.3 | i | 1.61
CC(=O)c1ccc(N2CCN(C(=O)c3nn(Cc4ccccc4)c(=O)c4ccccc34)CC2)cc1 | 4.9 | i | 1
CCOc1c(Br)cc(CNC2CCCCCCC2)cc1OC | -2.9 | i | -4.34*
O=C(Cn1nnc(-c2ccc([N+](=O)[O-])cc2)n1)NNC(=O)c1ccccc1 | -1.2 | i | 0.81
O=C(NCCOc1ccccc1Cl)C(=O)NCCOc1ccccc1Cl | -1.3 | i | -0.23
O=C(N1CCOCC1)n1nnc2ccccc21 | -1.4 | i | 2.05
COc1cc(N2C(=O)NC3CC2(C)Oc2ccccc23)cc(OC)c1OC (stereo not given) | -1.7 | i | -0.76
CCOC(=O)N1CCN(S(=O)(=O)c2cc(Cl)c(OC)cc2Cl)CC1 | -1.4 | i | 0.89
Cc1cccc(C(=O)C2CCOC(C)(C)C2)c1 (stereo not given) | 1.0 | i | -0.1
O=C(Nc1nnc(C2CCCCC2)s1)c1ccc(Br)s1 | -0.9 | i | 0.56
CCCCCCCCCCCC(=O)NC(C(=O)OCC)C(O)c1cccc([N+](=O)[O-])c1 (stereo not given) | 0.0 | i | -0.62
O=C(/C=C/c1ccc2c(c1)OCO2)Nc1nc(-c2ccc(F)cc2)cs1 | -2.1 | i | 0.09
CCN1CCN(C(=O)C2=C(C(=O)O)CCCC2)CC1 | -1.2 | i | 1.66
C=CCOC(=O)C1=C(C)N=C2SCCC(=O)N2C1/C=C/c1ccccc1OC (stereo not given) | -1.3 | i | 0.82
CCOc1ccc(NC(=O)CN(C)C(=O)c2c(-c3c(F)cccc3Cl)noc2C)cc1OCC | 1.7 | i | -0.06
CCOC(=O)c1c(NC(=O)c2ccccc2Br)sc2c1CCc1ccccc1-2 | 0.5 | i | -0.3
COC(=O)c1ccc(NC(=O)CS(=O)(=O)c2ccccc2)cc1 | -1.4 | i | -0.41
Cc1ccc(-n2c3c(cc(C(=O)NCc4ccco4)c2=O)C(=O)CCC3)cc1 | -0.9 | i | -0.79
Cc1ccc(S(=O)(=O)Nc2c(C)nc3nc(C)[nH]n3c2=O)c(C)c1 | -0.5 | i | -0.23
Cc1ccc(Nc2nc(C)cc(C)n2)c(Br)c1 | -0.8 | i | 1.03

Exported as labelled records: entries from further up
SMILES: COc1cc(NC(=O)c2cc3c(Cl)nc4ccccc4c3s2)cc(OC)c1OC
  STK33 kinase inh: -0.3	KCNQ2 block: i	Kir21 block: 1.61

SMILES: CC(=O)c1ccc(N2CCN(C(=O)c3nn(Cc4ccccc4)c(=O)c4ccccc34)CC2)cc1
  STK33 kinase inh: 4.9	KCNQ2 block: i	Kir21 block: 1

SMILES: CCOc1c(Br)cc(CNC2CCCCCCC2)cc1OC
  STK33 kinase inh: -2.9	KCNQ2 block: i	Kir21 block: -4.34*
